# Nrf2 block = blocks Nrf2 signaling. Potency, µM (titrated, usually from 46 µM), for inactives: at the highest dose activity change, negative = inhibition, usual class: inhibitors. AID 504444. A549 ARE-Fluc reporter, luciferase luminescence, 18-24 h. 2.1% of 360,000 active; also: potency is read from the fitted curve at half-maximal effect; % is scaled to controls: 0 for no effect and ±100 for the full control effect; nearly all actives have a fitted effect of over 60% in size
#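 In this cell-based qHTS, ARE-driven firefly luciferase in A549 cells reports Nrf2 activity; the luminescent signal after BugLite lysis is the measured value, with a prior CellTiter-Fluor read for cell health.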
# A549 tox = kills or reduces viability of A549 cells in Nrf2 counter-screen; Potency, µM (series often up to 46 µM), without a hit: top-dose activity change, negative = cytotoxicity, usual class: inhibitors; AID 504648; A549 ARE-Fluc cells, CellTiter-Fluor viability, 18-24 h; 0.16% of 390,000 active; also: potency is read from the fitted curve at half-maximal effect; % is scaled to controls: 0 for no effect and ±100 for the full control effect
#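 A549 ARE_Fluc cells in 5% FBS OPTI-MEM were exposed to compounds in concentration-response for 18-24 h at 37 deg C. Viability was read by CellTiter-Fluor fluorescence (Ex 405/Em 525) after 30 min, before the luciferase read.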
# ATXN viability = cell viability loss in ATXN counter-screen; S2 cells (HEK-293 line with an ATXN2-luciferase reporter) viability, CellTiter-Fluor protease fluorescence, 24 h; Potency, µM (highest dose often 56.7 µM), most hits filed as cytotoxic; 0.49% of 400,000 active; AID 651635; also: potency is read from the fitted curve at half-maximal effect; nearly all actives have a fitted effect of over 40% in size
# HepG2 tox = HepG2 cytotoxicity, counter-screen for TGF-b inhibitors; 0.76% of 410,000 active; HepG2 CAGA-GFP viability, ATP luminescence, 18 h; Potency, µM (top dose mostly 46.1 µM), for inactives: at the top dose activity change, negative = cytotoxicity, usual class: cytotoxic; also: potency is read from the fitted curve at half-maximal effect; some results filed as inactive show a strong effect at the top dose
#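 CellTiter-Glo luminescence gave cytotoxicity after 18 hours at 37 degrees C. The cells were HepG2 CAGA-GFP in 1% FBS DMEM, stimulated with 500 pg/mL TGF-beta after compound addition. %Activity was normalised to no-cell wells (complete cell-killing) and DMSO (no toxicity), and curves were fitted and classified.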
# Akt phos inh = blocks phosphorylation of Akt; Neuro2A IGF-stimulated pAkt S473 HTRF, 20 min; hits give low values; activity change, % for hits at 50 µM; 0.32% of 360,000 active; AID 651550; in the data active = activity change below about -80%; inconclusive = mostly about -51% to -80%; also: % is scaled to controls: 0 for no effect and ±100 for the full control effect
#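 Single-point screen (50 µM final compound) in Neuro2A cells stimulated 20 min with 6 nM IGF at 37 deg C. After lysis, Ser473-phosphorylated Akt read by HTRF (ex 330 nm, em 615/665 nm) as the 665/615 ratio.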
# TGFb SMAD3 inh = blocks TGF-b signaling; HepG2 CAGA-GFP TGF-b/SMAD3 reporter, GFP fluorescence, 18 h; TGF-beta stimulated, 500 pg/mL final; Potency, µM (series often up to 46.1 µM), for inactives: at the top dose activity, negative = inhibition, hits mostly inhibitors; 1.2% of 410,000 active; AID 588855; also: potency is read from the fitted curve at half-maximal effect; % is scaled to controls: 0 for no effect and ±100 for the full control effect; nearly all actives have a fitted effect of over 65% in size
#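 First, reporter cells (HEPG2 CAGA-GFP) rested 2 h at 37 degrees C. Next, compounds were pinned in and TGF-beta added to 500 pg/mL final. After 18 h, GFP was imaged per cell and summed per well.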
# CCT modulator = modulators of cytosolic chaperonin (CCT/TRiC) activity | 0.3% of 360,000 active | purified chaperonin ATPase assay, HTRF ADP detection, 30 min | activity change, % (concentration not given with the values), hits read low; in the data active = activity change below about -30%; also: % is scaled to controls: 0 for no effect and ±100 for the full control effect
#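 ATPase activity: ADP formed was measured by HTRF Transcreener (665/615 nm ratio) after 30 min at 37 deg C with 10 uM ATP. Compounds screened at one 76 uM concentration against 40 or 20 nM TRiC in Tris pH 7.4/KCl/MgCl2/DTT buffer.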
# Mm-Cpn inhibitor = blocks the Methanococcus maripaludis chaperonin Mm-Cpn | AID 504842 | Potency, µM (highest dose often 76.9 µM), without a hit: at the top dose activity, negative = inhibition, most hits filed as inhibitors | purified Mm-Cpn ATPase, ADP Transcreener TR-FRET | 0.031% of 330,000 active; also: potency is read from the fitted curve at half-maximal effect; % is scaled to controls: 0 for no effect and ±100 for the full control effect; nearly all actives have a fitted effect of over 80% in size
#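 25 nM Mm-CPN + cpd, 10 min 37°C; + 10 uM ATP, 30 min 37°C; buffer 30 mM Tris pH 7.4, 100 mM KCl, 5 mM MgCl2, 1 mM DTT; Transcreener ADP HTRF detection 30 min RT.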
# Nrf2 activator = activates Nrf2 signaling. AREc32 ARE-luciferase reporter (MCF7-derived line), luminescence, 24 h. Potency, µM (highest dose often 46.1 µM), inactives show top-dose activation, usual class: activators. 0.31% of 410,000 active; also: potency is read from the fitted curve at half-maximal effect; % of control where 0% means no effect; nearly all actives have a fitted effect of over 65% in size
#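 ARE activation measured as luciferase luminescence (Steady-Glo, 30 min RT) in AREc32_Fluc cells after 24 hr compound exposure at 37 deg C, 5% CO2; cells seeded overnight at 1000/well in OPTI-MEM, 5% FBS.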
# Numbers without * were called inactive; i = inactive; ? = inconclusive; · = not tested or not shown; & = joins results of further samples; [ ] = another dose, or the depositor's remark. Unless noted, calls follow the shape of the dose curve; as a rule, active = well fitted curve in the direction sought with a large enough effect; inconclusive = small, poorly fitted or top-dose-only effect, or another doubt; inactive = no such curve, though single readings can be large; an effect the other way counts as inactive or inconclusive.
molecule	Akt phos inh	ATXN viability	Nrf2 block	HepG2 tox	Mm-Cpn inhibitor	TGFb SMAD3 inh	A549 tox	CCT modulator	Nrf2 activator
C=CC[n+]1c(/C=C2\C=Cc3cc(C)ccc3N2CC)ccc2ccccc21	i	7.9µM*	4.6µM*	14µM*	-15%	4µM*	?	-1.0	-1.0%
COc1cc(-c2noc(CCCC(=O)NCc3ccco3)n2)cc(OC)c1OC	i	i	-11%	-1%	0%	0%	-7%	-0.5	2.5%
CCn1c(CNC(=O)c2ccc(OC)cc2)nnc1SCC(=O)Nc1ccc(C)cc1	·	?	12%	-8%	·	?	-9%	·	-0.8%
CC1CN(C(=O)c2cc3cc(Br)ccc3[nH]2)CC(C)O1 (centres undefined)	i	i	15%	-13%	-2%	-3%	-1%	0.4	-1.0%
O=C(Oc1coc(CSc2nnc(NC(=O)C3CC3)s2)cc1=O)c1ccccc1	i	i	-12%	-15%	-3%	-6%	-1%	0.5	-0.8%
CCc1cc2c(cc3c(=O)n(CC(=O)NCCCN4CC(C)CC(C)C4)ncn32)s1 (centres undefined)	i	i	10%	-13%	-1%	-11%	16%	-1.9	2.7%
Cc1cccc(OCC(=O)N(Cc2ccco2)C2CCS(=O)(=O)C2)c1 (centres undefined)	i	?	14%	-3%	1%	7%	1%	1.2	-0.1%
O=C(/C=C/c1ccc2c(c1)OCCCO2)c1ccccc1O	i	i	?	18%	-1%	8%	5%	2.8	3.7%[9.22 µM]
COc1cc(/C=C(\C#N)C(=O)c2c(C)[nH]c3ccccc23)cc(OC)c1OC	i	i	-7%	-3%	-4%	-4%	8%	-0.9	0.3%
CN(CC(=O)O)Cc1oc(CO)cc(=O)c1O	i	i	-6%	-12%	·	0%	-7%	-0.6	2.5%
O=[n+]1c2c(n([O-])c3ccccc31)CCCC2	i	i	7%	0%	1%	3%	-6%	1.4	0.4%
Cc1ccc(-c2nnc(SCC(=O)N/N=C/c3c(C)nn(-c4ccccc4)c3C)n2-c2ccccc2)cc1	i	?	?	-10%	-2%	-14%	-14%	-3.8	0.2%
Cc1ccc(S(=O)(=O)N2CCCOC2CNC(=O)C(=O)NCCCn2ccnc2)cc1 (centres undefined)	i	i	?	-7%	0%	0%	7%	-0.7	-0.3%
COc1cc(NC(=O)COC(=O)CNC(=O)C2CCCCC2)cc(OC)c1	i	i	-8%	-13%	0%	0%	0%	-2.9	0.1%
CCCNC(=O)NC(=O)CSc1ccc2c(c1)OCCO2	i	i	-3%	-5%	-5%	0%	-2%	-0.8	2.4%
Cn1c(=O)c(=O)n(C)c2cc(N3CCOCC3)c(NS(=O)(=O)c3ccc([N+](=O)[O-])cc3)cc21	i	i	1%	3%	-2%	-1%	3%	1.2	-0.2%
CCCn1c(=S)[nH]c2cc(C(=O)NCc3ccccc3OC)ccc2c1=O	i	i	·	-3%	·	-3%	·	0.0	-0.6%
CC(C)[C@H](NC(=O)Nc1cccc(C(F)(F)F)c1)C(=O)O	i	i	1%	1%	0%	6%	-2%	-2.6	-0.4%
O=C(CNC(=O)C1CCCCC1)OCCOc1ccccc1	·	·	7%	-7%	·	2%	1%	·	·
Cc1ccccc1CC(=O)Nc1ccc(C(=O)N2CCCC2)cc1	i	i	0%	-6%	1%	19%	1%	-0.1	0.0%
O=C(CN1C(=O)NC2(CCCCC2)C1=O)N1CCN(S(=O)(=O)c2ccc(Cl)s2)CC1	i	i	3%	0%	2%	-8%	2%	-0.5	-0.9%
CCC1CCCCN1CCCNC(=O)CCC(=O)N1CCOc2ccccc21 (centres undefined)	i	?	12%	-18%	1%	3%	2%	-0.6	0.5%
CC(C)(C)c1ccc(-c2nnc(N)o2)cc1	i	i	?	3%	4%	13%	1%	-0.2	0.2%
O=C(Nc1ccc(F)cc1)c1sc2cc(C(F)(F)F)cnc2c1-c1cccs1	i	·	?	-23%	-18%	-24%	-21%	5.1	0.0%
Nc1cccc(O)c1	i	i	3%	7%	-1%	12%	2%	-0.1	-0.8%
Cc1ccc2nc(Nc3nc(C)cc(C(F)(F)F)n3)nc(C)c2c1	i	i	-9%	-4%	0%	1%	6%	2.1	2.8%
COc1cc2cc(Oc3ccc4ccc(=O)oc4c3)c(=O)oc2cc1O	i	i	-37%	-2%	0%	4%	-13%	-0.1	6.2%
Cc1ccc(NC(=O)c2cnc3ccccc3n2)cc1C	i	i	?	10%	-5%	11%	4%	-1.1	4.9%
O=C(CCNC(=O)c1ccccc1)NN=Cc1ccc(Br)o1	i	i	12%	-13%	2%	11%	2%	-6.3	4.8%
Cc1ccc(NC(=O)c2ccc(Cl)c(S(=O)(=O)N3CCCCCC3)c2)nc1	i	i	23µM*	8%	-3%	-12%	?	0.8	0.2%

# Part of the list above in order of length of the SMILES, largest number first.
molecule	Akt phos inh	ATXN viability	Nrf2 block	HepG2 tox	Mm-Cpn inhibitor	TGFb SMAD3 inh	A549 tox	CCT modulator	Nrf2 activator
COc1cc(/C=C(\C#N)C(=O)c2c(C)[nH]c3ccccc23)cc(OC)c1OC	i	i	-7%	-3%	-4%	-4%	8%	-0.9	0.3%
Cc1ccc(S(=O)(=O)N2CCCOC2CNC(=O)C(=O)NCCCn2ccnc2)cc1 (centres undefined)	i	i	?	-7%	0%	0%	7%	-0.7	-0.3%
C=CC[n+]1c(/C=C2\C=Cc3cc(C)ccc3N2CC)ccc2ccccc21	i	7.9µM*	4.6µM*	14µM*	-15%	4µM*	?	-1.0	-1.0%

# Next structures follow.
molecule	Akt phos inh	ATXN viability	Nrf2 block	HepG2 tox	Mm-Cpn inhibitor	TGFb SMAD3 inh	A549 tox	CCT modulator	Nrf2 activator
CC(=O)Nc1cnc(-c2ccc3c(c2)OCO3)cn1	i	i	·	-12%	·	-3%	·	1.7	0.5%
CCC(C)NC(=O)C1CCN(S(=O)(=O)c2ccc(-n3cnnn3)cc2)CC1 (centres undefined)	i	i	-2%	-10%	-2%	4%	-4%	-0.5	0.1%
COc1ccc(CCC(=O)OCC(=O)c2ccc[nH]2)cc1OC	i	?	10%	15%	-4%	8%	1%	0.1	-0.1%
CN(C)c1nccc(N(Cc2ccccc2)Cc2ccccc2)c1C#N	i	i	·	1%	-13%	?	3%	-5.2	3.6%
COc1ccc(OC)c(N2C(=O)CC(Cc3cc(C)cc(C)c3)C2=O)c1 (centres undefined)	·	i	?	-2%	-1%	-3%	-21%	3.4	0.5%
CC(C)(C)NC(=O)CSc1n[nH]c(=O)n1-c1ccccc1	i	i	0%	0%	-2%	-14%	-3%[1.84 µM]	-0.1	0.0%
CC(C)C[C@H]1CNC(=O)C(=O)N1CC1CCN(CC2CCC(C(C)(C)C)CC2)CC1 (some centres undefined)	i	i	16%	-2%	·	2%	-2%	1.2	0.1%
CCC(C)NS(=O)(=O)c1ccc(OCC(=O)N2CCCC2)cc1 (centres undefined)	i	i	-20%	-9%	0%	-1%	0%	-4.5	0.6%
N#C/C(=N\Nc1cccc([N+](=O)[O-])c1)C(=O)c1ccc(Br)cc1	i	?	9.2µM*	-39%	-1%	6.3µM*	-22%	-0.6	14%
C/C(CC(=O)N(C(C)C)C(C)C)=N\NC(=O)c1ccccc1Br	i	i	4%	31%	0%	-7%	1%	0.8	-0.4%
COc1ccc2c(c1)sc1nc(-c3ccccc3)cn12	i	i	18µM*	-69%	-2%	10µM*	-6%	-1.6	-2.5%
COc1ccccc1CNC(=O)C(NS(=O)(=O)c1ccc2c(c1)OCCO2)C(C)C (centres undefined)	i	i	-1%	-2%	-1%	-6%	1%	-0.3	0.2%
O=C(c1nc[nH]c1C(=O)N1CCN(c2ccccc2)CC1)N1CCN(c2ccccc2)CC1	i	i	12%	6%	1%	7%	-3%	1.0	0.3%
NC(Cc1ccc(C(F)(F)F)cc1)c1csc(Nc2ccc(S(N)(=O)=O)cc2)n1 (centres undefined)	i	?	·	-74%	·	?	·	-2.1	12%
COc1cccc(OC)c1C(=O)Nc1nc2cc3c(cc2s1)OCO3	i	i	9%	-26%	-26%	-16%	4%	-7.8	0.5%
CC(=O)c1ccc(OCC(O)CN2CCN(Cc3ccc4c(c3)OCO4)CC2)cc1 (centres undefined)	i	i	-9%&-9%	-16%&4%	0%&1%	-25%&-1%	2%&2%	1.7&-2.5	0.8%&-0.2%
O=S(=O)(c1ccc(-c2csc(Nc3ccc(F)cc3)n2)cc1)N1CCCC1	i	i	18µM*	-41%	-6%	?	-29%	-2.5	2.5%
COc1ccc(CS(=O)(=O)CC2(O)CCN(C(=O)c3cccc(C(F)(F)F)c3)CC2)cc1	i	i	-10%	-5%	-1%	-12%	0%	-0.9	0.1%
Cc1cc(C)c(NC(=O)C(C)c2cccc(C(=O)c3ccccc3)c2)c(C)c1 (centres undefined)	i	i	-12%	-9%	-14%	-2%	0%	-1.0	-1.0%
CCCCOc1ccc(C2=NC(c3ccncc3)=Nc3ccc(OCC)cc3N2)cc1	·	i	1%	-25%	·	-20%	2%	·	0.8%
CCc1ccccc1NS(=O)(=O)c1ccc2c(c1)CC(=O)N2	·	i	4%	-26%	·	-1%	8%	·	0.5%
Cn1c2ccccc2c(=O)c2c(=O)n(C3CCCCC3)c(-c3ccco3)nc21	i	i	-5%	-22%	0%	-5%	2%	-0.9	4.0%
Cn1cccc1Cc1nnc(SCC(=O)Nc2cccc(Cl)c2)n1-c1ccc(F)cc1	i	i	3%	-4%	-6%	0%	-6%	0.8	2.3%
COc1ccccc1NC(=O)Cn1cc(C(=O)C2CC2)c2ccccc21	i	i	-5%	-25%	?	-6%	-2%	-2.7	-0.5%

# Screening results: PubChem BioAssay, National Center for Advancing Translational Sciences (NCATS)
